ERp5 inh: inhibitors of human ERp5; ERp5 insulin aggregation, absorbance 650 nm, 90 min; inhibition, % at 9.99 µM; 350,000 compounds, 0.05% hits;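 active means mean replicate inhibition above about 25%, with every replicate also reaching it, limit read from the data, passing the limit was not always enough; inconclusive means only one of those two criteria met; inactive means neither criterion met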
Target sequence (Q15084 whole entry, looked up): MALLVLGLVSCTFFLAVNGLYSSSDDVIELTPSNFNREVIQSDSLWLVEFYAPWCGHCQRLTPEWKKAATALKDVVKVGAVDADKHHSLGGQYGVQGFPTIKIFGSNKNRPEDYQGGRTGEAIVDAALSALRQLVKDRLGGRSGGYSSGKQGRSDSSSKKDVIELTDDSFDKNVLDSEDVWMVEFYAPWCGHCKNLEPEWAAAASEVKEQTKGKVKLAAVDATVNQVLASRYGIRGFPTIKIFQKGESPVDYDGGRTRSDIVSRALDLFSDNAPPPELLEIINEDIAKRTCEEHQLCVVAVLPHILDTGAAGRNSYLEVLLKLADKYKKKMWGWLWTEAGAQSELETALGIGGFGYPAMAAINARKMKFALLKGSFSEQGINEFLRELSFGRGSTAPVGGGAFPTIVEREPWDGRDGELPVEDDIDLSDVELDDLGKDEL
SIRT5 inh: blocks human SIRT5 desuccinylation of peptide. AID 652115. inhibition, % at 15 µM. Purified SirT5, succinyl-peptide AMC, trypsin-coupled fluorescence. 330,000 compounds, 1.1% hits; in the data active means inhibition above about 15%; inconclusive means no clear call, values can overlap the other calls
Target sequence (Q9NXA8 whole entry, looked up): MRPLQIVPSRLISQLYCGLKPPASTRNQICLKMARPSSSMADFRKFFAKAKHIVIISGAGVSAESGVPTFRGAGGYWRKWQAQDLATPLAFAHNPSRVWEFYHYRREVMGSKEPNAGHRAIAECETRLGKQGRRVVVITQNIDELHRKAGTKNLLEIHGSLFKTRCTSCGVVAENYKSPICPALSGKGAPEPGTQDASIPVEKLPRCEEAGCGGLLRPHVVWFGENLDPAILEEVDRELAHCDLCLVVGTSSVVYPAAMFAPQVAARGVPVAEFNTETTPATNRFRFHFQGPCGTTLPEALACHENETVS
DENV2 CPE: DENV2-induced cell death inhibition | CPE inhibition, % at 9.99 µM | 350,000 compounds, 1.7% hits | DENV2-infected cells, cytopathic effect rescue, plate reader; in the data active means CPE inhibition above about 20%, passing the limit was not always enough; inconclusive means no clear call, values can overlap the other calls; tested in BHK-21 cells;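 further: 0% = median of neutral control wells and 100% = median of positive control wells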
ERAP1 HTS inh: inhibitors of human ERAP1 aminopeptidase; Q9NZ08; AID 652197; 340,000 compounds, 0.15% hits; recombinant ERAP1, Leu-AMC fluorescence, 60 min; inhibition, % at 10.7 µM;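 active means mean replicate inhibition of at least 30%, or all replicates individually reaching that 30% level; inactive means mean below 30% and not every replicate reaching it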;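 further: 0% = neutral control wells and 100% = L-leucinethiol positive control wells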
miR-122 sensor: inhibitors of miR-122 in Huh7 cells | Huh7 miR-122 Renilla luciferase sensor, 48 h; neutral wells = 0, positive control = 100 | activation (reporter increase), % at 12.5 µM | 340,000 compounds, 0.3% hits | AID 602342;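 active means mean replicate activation score at least 90 and every replicate individually at or above 90; inconclusive means only one of the two criteria met; inactive means neither criterion met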;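 further: higher luciferase means less miR-122 activity so hits act as miR-122 inhibitors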
Casp6 inh: blocks human caspase-6 cleavage activity; AID 686996; 350,000 compounds, 0.53% hits; inhibition, % at 12.5 µM; purified caspase-6, Z-VEID-R110 cleavage fluorescence; P55212;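 active means mean inhibition across replicates at least about 35%, with every replicate also reaching that limit, limit read from the data; inconclusive means only one of the two criteria met; inactive means neither criterion met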;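 further: 0% = median of neutral control wells and 100% = no fluorescence left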
Target sequence (P55212 24-179 limits assumed): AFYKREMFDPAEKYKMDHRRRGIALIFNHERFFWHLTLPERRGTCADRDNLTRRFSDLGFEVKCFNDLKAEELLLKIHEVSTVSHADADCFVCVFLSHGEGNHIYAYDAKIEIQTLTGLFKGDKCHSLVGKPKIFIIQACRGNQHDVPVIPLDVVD
Target sequence (P55212 194-293 limits assumed): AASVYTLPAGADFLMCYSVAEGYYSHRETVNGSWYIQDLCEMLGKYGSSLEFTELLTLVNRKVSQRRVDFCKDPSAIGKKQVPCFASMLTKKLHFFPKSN
CFTR F508del cor: CFTR F508del correction in bronchial cells; 350,000 compounds, 0.36% hits; CFBE cells, YFP halide quenching; stimulated with forskolin plus potentiator P3; % fluorescence drop versus neutral controls; AID 720511; activity (quench increase), % at 7.58 µM;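 active means mean added fluorescence quench of at least 8% versus neutral control, with both replicates also reaching 8%; inconclusive means only one of the mean or replicate conditions met; inactive means mean below 8% and not both replicates reaching 8%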;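 further: cells transiently co-express mutant CFTR-F508del with the halide-sensitive YFP; corrector assay measuring rescue of mutant channel to the surface after 24 h compound exposure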
Starred values were filed as active, the others as inactive; ? = inconclusive; · = not tested or not shown; & = joins results of further samples; [ ] = another dose, or the depositor's remark.

#	SMILES	DENV2 CPE	Casp6 inh	CFTR F508del cor	miR-122 sensor	SIRT5 inh	ERAP1 HTS inh	ERp5 inh
1	O=C(O)c1ccc(Cl)c(S(=O)(=O)N(Cc2ccccc2)c2ccc(F)cc2)c1	10	2	-2.7	·	0	2	6
2	COc1cccc(NC(=O)CCC2CCN(Cc3nccs3)CC2)c1	?	-4	2.5	-2	1	2	-1
3	Cc1csc(NC(=O)CSc2nc(C(C)C)nc3ccccc23)n1	-7	4	-0.6	·	1	3	-2
4	COc1ccc(/C=C/c2cc(C(F)(F)F)on2)cc1	-1	2	-0.5	·	-3	-4	8
5	CCCNC(=O)N1C[C@H](O)COC[C@@H]2O[C@H](CC(=O)N3CCOCC3)CC[C@H]21	-7	-2	-1.0	5[16.7 µM]	1	2	-4
6	CCOC(=O)COc1nc(C)cc(C(F)(F)F)c1C#N	17	-5	3.7	-5	-15	-2	1
7	O=C(Cn1nnc2ccccc2c1=O)NC1CCCCC1	3	-2	0.5	·	0	0	3
8	C[C@@H]1CCCCO[C@H](CN(C)C(=O)Nc2ccc(C(F)(F)F)cc2)[C@H](C)CN([C@@H](C)CO)C(=O)c2cc(NC(=O)Nc3cccc4ccccc34)ccc2O1	2	1	3.2	4[16.7 µM]	-3	2	0
9	CCOc1ccc(NC(=O)C(CC(=O)O)Cc2ccc(Br)cc2)cc1 (configuration not stated)	7	0	0.2	-3	3	0	1
10	O=C(Nc1ccc(F)cc1)Nc1ccc([N+](=O)[O-])cn1	10	-4	0.5	·	-1	-2	1
11	c1ccc(CN2CCC3CC2c2cc(N4CCCCC4)ccc23)cc1 (configuration not stated)	-13	-6	-4.0	-2	-3	-4	-1
12	O=C(c1ccc2c(c1)OCCO2)N1CCN(c2ccccn2)CC1	6	0	1.9	·	-4	4	0
13	COc1ccccc1C(=O)N=C1SC2CS(=O)(=O)CC2N1c1ccccc1 (configuration not stated)	-1	2	1.2	-6	·	-6	-3
14	COc1ccc(N2CCN(C(=O)c3ccc(CS(=O)(=O)c4ccc(Br)cc4)o3)CC2)cc1	?	-2	-2.7	2	1	0	-2
15	CC(=O)c1cccc(NC(=O)c2c(-c3c(F)cccc3Cl)noc2C)c1	15	2	0.9	0	-4	6	-2
16	Cc1noc(C)c1S(=O)(=O)Nc1ccc2c(c1)C(=O)N([C@@H](C)CO)C[C@@H](C)[C@H](CN(C)Cc1ccc(Cl)c(Cl)c1)O2	4	-2	-0.7	-3[16.7 µM]	4	-1	22
17	O=C(NC1CCCC1)N1CCCCN2[C@H](CO)[C@H](c3ccc(-c4cncnc4)cc3)[C@H]2C1	-11	3	-0.4	-2[16.7 µM]	-2	0	3
18	OCc1ccccc1N=Cc1cccnc1	4	-1	-4.9	1	-4	0	8
19	O=C(COC(=O)c1ccccc1[N+](=O)[O-])Nc1cccnc1Cl	-5	1	1.5	1	0	-2	6
20	Cc1noc(C)c1NC(=O)N(C)C[C@H]1Oc2ccc(NS(=O)(=O)c3ccccc3)cc2CC(=O)N([C@H](C)CO)C[C@H]1C	4	0	-1.0	0[16.7 µM]	-4	-2	-1
21	CC(C)Cn1nc(C(=O)N2CCc3ccccc32)c2ccccc2c1=O	0	9	-0.2	7	1	1	1
22	CCCCN(C)CCCNC(=O)c1cn(CC)c2ccc(S(=O)(=O)N3CCc4ccccc4C3)cc2c1=O	-5	-11	2.2	·	4	3	8
23	CCC1=C(OC(=O)N(CC)CC)N2C(=O)OC(=NCc3ccccc3)[C@]2(C)[C@H]2C1=CC[C@H]1C(=O)N(CC(=O)OC)C(=O)[C@H]12	3	3	-0.3	4	·	2	2
24	CO[C@H]1CN(C)C(=O)c2ccc(NC(=O)C3CCCC3)cc2OC[C@@H](C)N(CCC(F)(F)F)C[C@@H]1C	-1	10	2.5	-10[16.7 µM]	8	3	0
25	O=C(c1ccc(F)cc1)n1c(NCc2ccccc2)n[nH]c1=S	2	-4	1.6	-2	-3	5	1
26	Cc1ccc(S(=O)(=O)N(C)C[C@@H]2Oc3ccc(NC(=O)NC(C)C)cc3CC(=O)N([C@@H](C)CO)C[C@@H]2C)cc1	-4	-1	-3.7	1[16.7 µM]	-1	2	-1
27	CCCNC(=O)Cn1c(=O)/c(=C/c2ccc(-c3cccc([N+](=O)[O-])c3)o2)s/c1=C\C(=O)C(C)(C)C	0	-4	1.4	0	·	-1	-5
28	O=C(Cc1ccc([N+](=O)[O-])cc1)Nc1ccc(O)cc1C(=O)O	7	3	·	·	0	0	0
29	O=C1C2C3CCC(O3)C2C(=O)N1c1cccc(O)c1 (configuration not stated)	-5	2	1.4	·	-3	3	-1
30	C[C@@H]1CCCCO[C@@H](CN(C)Cc2ccc3c(c2)OCO3)[C@@H](C)CN([C@@H](C)CO)C(=O)c2cc(NC(=O)Cc3ccccc3)ccc2O1	16	·	3.3	-1[16.7 µM]	·	·	·
31	NC(N)=N/N=C/c1ccccc1OC(F)F	4	-3	2.5	3	-3	0	-7
32	CC(C)NC(=O)C1(C)CN(S(C)(=O)=O)CC(=O)N1Cc1cccc(F)c1 (configuration not stated)	-2	-2	-2.1	·	0	-4	-3
33	C=CCN1[C@@H](CC(C)C)COc2cccc(NCCCN3CCOCC3)c2S1(=O)=O	-9	-25	0.3	·	-3	-7	6
34	O=C(Nn1cnnc1)c1ccc(OC(F)(F)C(F)C(F)(F)F)cc1 (configuration not stated)	-1	·	1.2	·	-2	5	-1
35	O=C(CC1OC(=O)c2ccccc21)Nc1cc(Cl)ccc1N1CCOCC1 (configuration not stated)	15	-1	-2.1	1	0	0	2
36	O=C(CNS(=O)(=O)c1c(Cl)cccc1Cl)N1CCCCCC1	-2	4	-0.3	10	-2	4	-1
37	COc1cccc(CC(=NO)c2cccc(OC)c2)c1	-5	1	0.4	-3	0	0	2
38	COC(=O)C[C@@H]1CC[C@H]2[C@@H](COc3ccc(NC(=O)c4ccc(F)c(F)c4)cc3C(=O)N2C)O1	-9	-1	0.2	-50[16.7 µM]	1	-1	9
39	O=C(Cc1ccccn1)N[C@@H]1CC[C@@H](CCn2cc(-c3ccc(F)cc3)nn2)O[C@H]1CO	8	3	0.0	·	-2	0	-5
40	COc1ccc(NC(=O)N(C)C[C@@H]2Oc3ncc(C#C[C@@H](C)O)cc3C(=O)N([C@@H](C)CO)C[C@@H]2C)cc1	-5	2	-4.6	-4[16.7 µM]	-1	2	0
41	C[C@H](CO)N1C[C@H](C)[C@H](CN(C)C)Oc2ccc(NS(=O)(=O)c3ccc(F)cc3)cc2CC1=O	11&-7	-2	0.1&2.6	-3[16.7 µM]	-6	3&-3	1&3
42	CC(=O)Nc1ccc(-c2ccnc3c2CC(C)(C(=O)NCC2CC2)O3)cc1 (configuration not stated)	1	1	0.2	-5	·	-3	6
43	CO[C@@H]1CN(C)C(=O)c2ccc(NS(=O)(=O)c3ccc(C)cc3)cc2OC[C@@H](C)N(Cc2nccs2)C[C@@H]1C	-1	1	-2.4	·	-3	0	2
44	CCCNC(=O)N(C)C[C@@H]1Oc2cc(C#C[C@H](C)O)ccc2S(=O)(=O)N([C@@H](C)CO)C[C@H]1C	17	-2	2.1	0[16.7 µM]	2	0	-2
45	O=C(N[C@H](Cc1ccccc1)C(=O)N1CCN(c2ncccn2)CC1)[C@H]1O[C@@H](n2ccc(=O)[nH]c2=O)[C@H](O)[C@@H]1O	3	-3	-3.4	·	2	-1	1
46	CC(C)C[C@H]1CN=C(Nc2ccccc2)N1CC1CCCCCC1	-7	4	0.1	-3	2	0	-1
47	O=C(NC1CCCCC1)C1(c2ccccc2)CC1(Cl)Cl (configuration not stated)	?	1	·	·	-1	-1	1
48	CNc1c(NS(=O)(=O)c2ccc(CC(C)C)cc2)c(=O)oc2ccccc12	0	-1	-1.3	·	1	-1	3
49	O=c1cnc2ccccc2n1Cc1ccccc1C(F)(F)F	5	3	0.7	-4	-4	0	7
50	COCC(=O)N(C)C[C@H]1Oc2ncc(-c3ccccc3F)cc2C(=O)N([C@@H](C)CO)C[C@@H]1C	3	·	-1.4	·	-5	·	1
51	Cn1ccsc1=NC(=O)c1ccc(Cl)c([N+](=O)[O-])c1	3	-3	-1.1	1	-1	-2	5
52	COc1ncccc1-c1cc2nc(NCCCN(C)C)n(C)c(=O)c2s1	6	-14	0.2	3	-2	2	8
53	COc1ccccc1-c1nnc2sc(-c3ccc(N(C)C)cc3)nn12	42*	1	·	?	-2	-2	6
54	CCCCOc1ccccc1C1NC(=O)NC(C)=C1C(=O)OCCOCC (configuration not stated)	11	-4	-0.6	-5	-1	-4	-3
55	Cc1ccc(S(=O)(=O)c2c(N)n(NC(=O)c3ccco3)c3nc4ccccc4nc23)cc1	·	12	·	6	-3	-2	2
56	CCCNC(=O)Nc1ccc2c(c1)OC[C@@H](C)NC[C@@H](C)[C@@H](OC)CN(C)C2=O	4	-2	·	1[16.7 µM]	-4	-2	-6
57	COc1ccc(NC(C)=O)cc1NC(=O)c1ccc(Cl)cc1	1	-1	0.7	-2	-2	0	2
58	COc1ccc(S(=O)(=O)N(C)C[C@H]2Oc3c(NC(=O)Nc4c(C)noc4C)cccc3C(=O)N([C@H](C)CO)C[C@@H]2C)cc1	-11	3	-2.8&0.0	-4[16.7 µM]	·	0	-2
59	Cc1noc(C)c1NC(=O)Nc1ccc2c(c1)C(=O)N([C@H](C)CO)C[C@@H](C)[C@H](CN(C)Cc1ccccc1)OCCCC[C@H](C)O2	0	0	1.4	5[16.7 µM]	-6	-1	-5
60	CC(C)Oc1ccc(C(=O)NCCCNC(=O)c2cccnc2)cc1	-8	1	0.9	1	-1	-2	2

New compounds follow
#	SMILES	DENV2 CPE	Casp6 inh	CFTR F508del cor	miR-122 sensor	SIRT5 inh	ERAP1 HTS inh	ERp5 inh
61	CCCNC(=O)C[C@H]1CC[C@@H]2[C@H](COc3ccc(NC(=O)c4cscn4)cc3C(=O)N2C)O1	6	1	1.6	-17[16.7 µM]	0	5	4
62	COc1cc(CNCCCN2CCOCC2)cc(Cl)c1OCC(=O)NC(C)(C)C	-3	-15	1.5	·	-5	-3	-1
63	O=C(OCCC12CC3CC(CC(C3)C1)C2)c1ccc(NCc2cc(O)ccc2O)cc1	8	6	-7.8	·	-2	2	-4
64	CCOc1cc(CNCc2ccccn2)cc(Cl)c1OC	-1	4	-2.1	-8	3	-3	3
65	CCOc1cc(N2CCOCC2)c(OCC)cc1NC(=O)Cc1ccccc1	-7	-5	-13	3	1	-6	-1
66	C[C@H](CO)N1C[C@H](C)[C@H](CN(C)Cc2ccc(C(=O)O)cc2)Oc2ncc(-c3ccc(F)cc3)cc2C1=O	0	-1	0.4	17[16.7 µM]	-4	11	-11
67	CCOC(=O)C1C(c2ccc(OC)c(OC)c2)c2c([nH][nH]c2=O)CC1(C)O (configuration not stated)	20	-1	0.2	5	5	·	4
68	COc1ccccc1N1CCN(C2CCCN(Cc3ccccc3OCCO)C2)CC1 (configuration not stated)	-3	-3	0.7	-1	-2	-2	1
69	CCCNC(=O)N1CC2(C1)[C@@H](c1ccccc1)[C@@H](CO)N2C(=O)C1CCCCC1	-9	2	0.9	·	-1	1	9
70	COc1cccc(NC(=O)CN(C)CC(=O)Nc2ccc(C)c(S(=O)(=O)N3CCOCC3)c2)c1	-5	1	0.8	6	2	3	4
71	CC(=O)N1CCN(C(=O)c2ccccc2NS(=O)(=O)c2ccc(F)cc2)CC1	-5	0	-2.6	·	-2	-7	-5
72	COc1ccc(NC(=O)c2c(NC(=O)CCC(=O)O)sc3c2CCCCC3)cc1	5	9	3.0	·	-2	1	-3
73	COCC#Cc1ccc([C@H]2[C@H]3CN(C(=O)c4ccncc4)CC(=O)N3[C@H]2CO)cc1	-4	0	-3.3	·	-1	4	0
74	Cc1ccc(NC(=O)NCCSc2ccc(C)cc2)cc1	13	-6	-3.3	-3	1	3	1
75	CN1CCN(C(c2cccs2)c2nnnn2Cc2ccc(F)cc2)CC1 (configuration not stated)	-3	-1	·	·	-3	4	-6

Assay outcomes as filed in PubChem.
